Screening results deposited in PubChem by The Scripps Research Institute Molecular Screening Center.
CHRM5 PAM = human M5 muscarinic receptor positive allosteric modulators, primary screen, CHO-K1 cells, Fluo-8 calcium fluorescence; CHO-K1 hM5, ACh EC20 PAM; 0% = ACh EC20, 100% = ACh EC100; 360,000 tested, 0.3% active; activation, % at 3 µM; Muscarinic acetylcholine receptor M5 (Homo sapiens), P08912; AID 624038, 2012;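 active = activation above the run cutoff, the mean activation of all test compounds plus 3 SD, cut at about 18% in these data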
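System: CHO-K1 hM5 cells. Reagent: acetylcholine, EC20 level. Compound dosing: single dose, 3 µM nominal final test concentration. Timing: Post-acetylcholine fluorescence recording 140 s. Detection: Fluo-8 calcium fluorescence. Read-out: % activation, ACh-normalized. Benchmarks: ACh EC20 and EC100 wells. Repeats: singlicate, one well per test compound.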
CHRM1 antagonist = human M1 muscarinic receptor antagonists, primary screen, CHO-K1 cells, Fluo-8 calcium fluorescence, 1536-well; Muscarinic acetylcholine receptor M1 (Homo sapiens), P11229; CHO-K1 hM1, ACh EC80 antagonist; inhibition, % at 3 µM; 360,000 tested, 1.3% active;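 active = percent inhibition above its own plate's cutoff, namely the mean of that plate's compound wells plus 3 SD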;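 also: peak over basal fluorescence ratio during 140 s after agonist addition; 0% = ACh EC80 plus DMSO and 100% = DMSO alone without agonist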
M5 antag = human M5 muscarinic receptor antagonists, primary screen, CHO cells, Fluo-8 calcium fluorescence; Muscarinic acetylcholine receptor M5 (Homo sapiens), P08912; CHO-hM5 cells, ACh EC80; inhibition, % at 3 µM; 360,000 tested, 0.59% active; AID 624040, 2012;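 active = inhibition above a per-plate cutoff, the mean of that plate's test compounds plus 3 SD, cut at about 27% in these data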;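 also: 0% = acetylcholine EC80 with DMSO and 100% = DMSO without agonist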
CHRM5 agonist = human M5 muscarinic receptor agonists, primary screen, CHO-K1 cells, Fluo-8 calcium fluorescence; activation, % at 3 µM; CHO-K1 hM5 cells; 0% DMSO wells, 100% maximal acetylcholine response; 360,000 tested, 0.19% active; Muscarinic acetylcholine receptor M5 (Homo sapiens), P08912; AID 624037, 2012;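 active = activation above the run's mean over test compounds plus 3 SD, cut at about 23% in these data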;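 also: signal is peak over basal fluorescence ratio across the kinetic read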
CHRM1 PAM = human M1 muscarinic receptor positive allosteric modulators, primary screen, CHO-K1 cells, Fluo-8 calcium fluorescence, 1536-well; Muscarinic acetylcholine receptor M1 (Homo sapiens), P11229; CHO-K1 hM1, ACh EC20; 0% = ACh EC20, 100% = maximal ACh; activation, % at 3 µM; 360,000 tested, 0.088% active; in the data active = activation above about 19%, passing the limit was not always enough
TAAR1 agonist = human TAAR1 agonists, primary screen, Fluo-8 calcium fluorescence, CHO RD-HGA16 cells | Trace amine-associated receptor 1 (Homo sapiens), Q96RJ0 | vehicle wells 0%, saturating PEA agonist 100% | activation, % at 3 µM | 360,000 tested, 0.99% active | AID 624467, 2012;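 active = activation above the mean activation of all test compounds in the run plus 3 SD, cut at about 38% in these data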
Target sequence (Q96RJ0 whole entry, looked up): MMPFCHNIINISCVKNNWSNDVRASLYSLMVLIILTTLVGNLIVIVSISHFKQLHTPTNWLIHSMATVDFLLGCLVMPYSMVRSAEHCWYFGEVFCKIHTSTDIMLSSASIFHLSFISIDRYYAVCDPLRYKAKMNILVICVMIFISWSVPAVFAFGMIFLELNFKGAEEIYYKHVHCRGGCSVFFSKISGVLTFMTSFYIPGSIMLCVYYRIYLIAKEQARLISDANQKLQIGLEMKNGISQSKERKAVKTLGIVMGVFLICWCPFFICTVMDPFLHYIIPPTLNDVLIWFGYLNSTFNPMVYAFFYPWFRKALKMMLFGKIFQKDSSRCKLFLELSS
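Repeats: no replicates (n 1) | Material: CHO-derived RD-HGA16 cells with stable Gα16 and human TAAR1 | Technique: Kinetic Fluo-8 calcium fluorescence | Schedule: 17-24 h seeding, 75 min 37 °C dye, 30 min RT | Evaluation: % activation from peak over basal fluorescence ratio, DMSO-to-PEA scaled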
CHRM4 antagonist = human M4 muscarinic receptor antagonists, primary screen, CHO cells, Fluo-8 calcium fluorescence. CHO-hM4 cells, ACh EC80. inhibition, % at 3 µM. 360,000 tested, 0.73% active;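 active = inhibition above its plate's cutoff, the mean inhibition of sample wells plus 3 SD, cut at about 27% in these data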;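 also: 0% = acetylcholine EC80 with DMSO and 100% = DMSO without agonist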
Target sequence (P08173 whole entry, looked up): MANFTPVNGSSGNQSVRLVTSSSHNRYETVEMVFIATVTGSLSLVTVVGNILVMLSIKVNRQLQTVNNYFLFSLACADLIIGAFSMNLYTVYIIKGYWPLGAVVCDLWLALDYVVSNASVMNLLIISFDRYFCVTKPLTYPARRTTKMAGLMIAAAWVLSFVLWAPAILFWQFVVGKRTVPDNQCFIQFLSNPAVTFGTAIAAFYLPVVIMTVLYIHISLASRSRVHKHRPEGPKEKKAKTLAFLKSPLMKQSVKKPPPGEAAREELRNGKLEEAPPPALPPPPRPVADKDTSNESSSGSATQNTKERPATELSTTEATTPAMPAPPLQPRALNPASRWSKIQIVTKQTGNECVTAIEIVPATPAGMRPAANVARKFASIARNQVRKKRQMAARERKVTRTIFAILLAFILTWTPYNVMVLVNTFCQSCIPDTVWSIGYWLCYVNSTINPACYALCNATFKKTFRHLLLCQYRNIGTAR
CHRM1 agonist = human M1 muscarinic receptor agonists, primary screen, Fluo-8 calcium fluorescence, CHO-K1 cells, HTS; 360,000 tested, 0.33% active; CHO-K1 hM1, agonist mode; 0% DMSO, 100% acetylcholine EC100; activation, % at 3 µM; Muscarinic acetylcholine receptor M1 (Homo sapiens), P11229;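 active = activation above the run's mean compound activation plus 3 SD, cut at about 16% in these data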;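 also: peak over basal fluorescence ratio within a 140 s kinetic read after compound addition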
CHRM4 agonist = human M4 muscarinic receptor agonists, primary screen, CHO-K1 cells, Fluo-8 calcium fluorescence | activation, % at 3 µM | CHO-K1 hM4/Gqi5; vehicle 0%, full acetylcholine response 100% | 360,000 tested, 0.14% active | AID 624127, 2012 | Muscarinic acetylcholine receptor M4 (Homo sapiens), P08173;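 active = activation above the run mean over all test wells plus 3 SD, cut at about 32% in these data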;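 also: peak over basal fluorescence ratio per well then scaled between controls; 0% = DMSO wells and 100% = acetylcholine at EC100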
* = called active by the depositor; . = no result given. The list is partial; rates above refer to the full screens.

Short forms – A = CHRM5 PAM; B = CHRM1 antagonist; C = M5 antag; D = CHRM5 agonist; E = CHRM1 PAM; F = TAAR1 agonist; G = CHRM4 antagonist; H = CHRM1 agonist; I = CHRM4 agonist
O=C1C2C3C=CC(C4CC34)C2C(=O)N1c1ccc2c(c1)OCO2 (stereo not drawn)
  A: 3; B: -9; C: 10; D: 2; E: 10; F: 4; G: 5; H: -5; I: 1

COc1cccc(NS(=O)(=O)c2ccc3c(c2)C2C=CCC2C(c2ccc(C(=O)O)cc2)N3)c1 (stereo not drawn)
  A: 3; B: -1; C: 0; D: -1; E: 0; F: -1; G: 6; H: -4; I: 0

O=C(CN1C(=O)c2cccnc2Oc2ccc(Cl)cc21)NC1CCCC1
  A: -2; B: -4; C: 2; D: 1; E: 1; F: 2; G: 0; H: -2; I: 7

Cc1cc(C)cc(N(CC(=O)NCc2ccco2)S(=O)(=O)c2ccccc2)c1
  A: -4; B: -2; C: 2; D: -3; E: 1; F: 1; G: 1; H: -5; I: 4

CCCn1c(N)c(C(=O)CSc2nnnn2-c2ccc(O)cc2)c(=O)n(C)c1=O
  A: -7; B: -9; C: 4; D: 2; E: 10; F: 10; G: 20; H: 2; I: 6

COc1cccc(CNC(=O)[C@@H]2CCCN2C(=O)[C@H]2CCCCN2C(=O)c2ccccc2C)c1
  A: 2; B: .; C: -6; D: 3; E: .; F: 0; G: -8; H: .; I: 2

COc1ccc(C(=O)OCC(=O)NC23CC4CC(CC(C4)C2)C3)c(O)c1
  A: -4; B: 3; C: 5; D: 1; E: -4; F: 1; G: 4; H: -3; I: 5

CC(C)NC(=O)c1ccc(NC(=O)CC2SC(N3CCCC3)=NC2=O)cc1 (stereo not drawn)
  A: 5; B: -5; C: 1; D: 1; E: 7; F: 1; G: -8; H: -1; I: 0

CN(CC(=O)Nc1ccc(Cl)c(C(F)(F)F)c1)C(=O)C1CCN(C(=O)c2ccc(Cl)cc2)CC1
  A: 3; B: 3; C: 1; D: 0; E: -1; F: 18; G: -18; H: -2; I: 6

O=C(c1cc(Br)c[nH]1)N1CCCCC1
  A: -6; B: 12; C: 9; D: -2; E: -6; F: 3; G: 2; H: -7; I: 12

CN1CCN(NC(=O)c2cc(S(=O)(=O)N3CCOCC3)c(Cl)cc2Cl)CC1
  A: -2; B: 2; C: 7; D: 1; E: -6; F: 6; G: 11; H: -8; I: 1

CCCn1c(SCC(=O)Nc2cccc(C)n2)nc2c1c(=O)n(C)c(=O)n2C
  A: 11; B: -17; C: -3; D: 2; E: 9; F: 5; G: -5; H: -4; I: 1

CC(=O)N1CN(CCCn2ccnc2)Cc2c1sc1c2CCCC1
  A: 0; B: -20; C: -5; D: -11; E: 4; F: 5; G: 7; H: -8; I: 0

O=C(O)Cc1ccc(N2N=C(c3ccccc3)CC2=O)cc1
  A: -2; B: -14; C: 3; D: 2; E: 16; F: 3; G: 4; H: 0; I: 0

O=[N+]([O-])c1cccc(-c2ccc(/C=N/Nc3nc(N4CCCCC4)nc(N4CCCCC4)n3)o2)c1
  A: 6; B: 6; C: -19; D: 0; E: -7; F: 6; G: -2; H: -10; I: 3

COC(=O)c1c(-c2ccccc2)noc1C
  A: 6; B: 10; C: 6; D: -1; E: -3; F: 0; G: 6; H: -4; I: 1

Oc1ccc(-c2cccc(-c3ccc(O)cc3)n2)cc1
  A: -7; B: -11; C: 5; D: -3; E: 11; F: 4; G: 7; H: 3; I: 7

CCN(CC)S(=O)(=O)c1ccc(NC(=O)c2cc(-c3cccs3)nc3ccccc23)cc1
  A: -10; B: 16; C: 17; D: -1; E: -7; F: 17; G: 0; H: -3; I: 6

CC(O)CCC(=O)NCCNC(=O)CCC(C)O (stereo not drawn)
  A: 3; B: -2; C: -2; D: -6; E: 2; F: 0; G: 3; H: -2; I: -1

O=C(O)c1cccc2c1-c1c(cccc1[N+](=O)[O-])C2
  A: 9; B: -21; C: 0; D: 4; E: 8; F: 0; G: -3; H: -1; I: 1

O=C(CNCCC1=CCCCC1)Nc1ccccc1N1CCCCC1
  A: 1; B: -8; C: -1; D: -2; E: 0; F: 15; G: -4; H: -10; I: -1

CC(C)c1ccc(/C=C/C(=O)CCC(=O)O)cc1
  A: 1; B: -6; C: -11; D: -2; E: 6; F: 4; G: -21; H: -6; I: 1

Cc1ccc(C)c(S(=O)(=O)n2cnc3ccccc32)c1
  A: 5; B: -1; C: -4; D: 2; E: 5; F: 11; G: 9; H: -4; I: 0

CC(=O)N1CC=C2C(C#N)=C(N)C(C#N)(C#N)C(CCc3ccccc3)C2C1 (stereo not drawn)
  A: 0; B: -2; C: -5; D: 2; E: 3; F: 6; G: -14; H: -1; I: 5

COc1ccccc1NC(=O)CNC(=O)c1ccc(Br)o1
  A: -1; B: -17; C: 6; D: -1; E: 17; F: 3; G: 0; H: 1; I: 1

CCCc1nnc(NC(=O)CNc2ccc(F)cc2)s1
  A: -8; B: -5; C: 4; D: -2; E: 6; F: -1; G: -3; H: -5; I: 0

Cc1ccc(N2CC(C(=O)Nc3ccc(N4CCOCC4)cc3)CC2=O)cc1C (stereo not drawn)
  A: -4; B: -7; C: -9; D: -3; E: 3; F: 1; G: -27; H: -3; I: 2

Cc1c(Br)c([N+](=O)[O-])nn1C(C)C(=O)N1CCc2ccccc2C1 (stereo not drawn)
  A: -13; B: 73*; C: 21; D: -8; E: -23; F: 40*; G: 55*; H: -6; I: 1

Cc1ccccc1NC(=O)C(=O)NCCCN1CCCC1=O
  A: 4; B: -12; C: -4; D: 3; E: 15; F: -1; G: -14; H: 1; I: 1

O=C(O)c1ccccc1-c1ccccc1C(=O)NNc1ccccc1
  A: -2; B: 0; C: 3; D: -1; E: 5; F: 0; G: 4; H: -4; I: 1

CC(O)CNc1nc(Cl)c(C#N)s1 (stereo not drawn)
  A: -3; B: -8; C: 5; D: 0; E: 8; F: 3; G: -1; H: -5; I: 1

COc1ccc(NC(=O)Cc2c(F)cccc2Cl)c(OC)c1
  A: 2; B: -5; C: -3; D: -8; E: 0; F: -1; G: 0; H: -15; I: 0

COc1ccc(NCC(=O)Nc2cccc(C(F)(F)F)c2)cc1S(=O)(=O)N1CCOCC1
  A: 8; B: 0; C: 6; D: 15; E: 18; F: 0; G: -15; H: 7; I: 8

COc1ccncc1-c1csc(C(O)c2ccccc2)n1 (stereo not drawn)
  A: -2; B: -6; C: 3; D: 1; E: 8; F: 3; G: 13; H: 3; I: 1

COc1ccc(Cl)cc1NC(=O)CN(C)C(=O)c1ccc(N2CCCCC2)c([N+](=O)[O-])c1
  A: -7; B: 3; C: 2; D: 0; E: 0; F: 1; G: -20; H: -1; I: 10

Cc1ccc(S(=O)(=O)Nc2cc(S(=O)(=O)N3CCCCC3)ccc2N2CCOCC2)cc1
  A: -2; B: 3; C: -2; D: 2; E: -4; F: 3; G: 2; H: -5; I: 0

NC(=O)c1ccc(NC(=O)c2ccc(COc3ccc(F)cc3)o2)cc1
  A: -4; B: -4; C: 6; D: 1; E: 2; F: 4; G: 7; H: 0; I: 1

CCOc1ccc(NC(=O)CN(Cc2ccccc2)S(C)(=O)=O)cc1
  A: 4; B: -31; C: -2; D: -2; E: 2; F: 6; G: 0; H: -3; I: 2

OC[C@@H]1CC[C@@H](Cc2ccc(-c3ccccc3)cc2)O1
  A: -4; B: -9; C: -4; D: 1; E: 0; F: 2; G: 1; H: -2; I: 7

Oc1ccccc1-c1nnco1
  A: 0; B: -14; C: 17; D: -1; E: 13; F: 1; G: -5; H: -1; I: 0

COc1ccc(NC(=O)c2ccc3c(c2)NC(=O)CS3)cc1
  A: -8; B: 7; C: 3; D: 6; E: 0; F: 2; G: -2; H: -1; I: 3

CCOC(=O)NN1C(=O)c2ccccc2NC1c1ccc(OC)cc1OC (stereo not drawn)
  A: 3; B: -8; C: 2; D: 3; E: 7; F: 6; G: -12; H: -1; I: 1

CCc1ccc2[nH]c(=O)c(CN(CCCN3CCOCC3)C(=O)Nc3ccccc3)cc2c1
  A: -8; B: 1; C: 11; D: 0; E: -1; F: 11; G: -10; H: -4; I: 8

Cc1cccc(NC(=O)C2(c3cccs3)CCOCC2)n1
  A: -10; B: -2; C: 12; D: 1; E: -3; F: 0; G: 8; H: -4; I: 2

Cc1ccc(C(C)C)c(OCC(=O)Nc2ccc(Cl)cn2)c1
  A: 6; B: -21; C: -3; D: 0; E: 3; F: 14; G: -8; H: -3; I: 0

O=C(O)c1ccccc1SCc1cn2cc(Br)ccc2n1
  A: 14; B: -7; C: -11; D: -3; E: 6; F: 0; G: -2; H: -10; I: 0

CCNS(=O)(=O)c1ccc(CCC(=O)NCCC2=CCCCC2)cc1
  A: 7; B: 0; C: 1; D: 1; E: 2; F: 8; G: 3; H: -3; I: 1

Part of the list above with just CHRM5 PAM and M5 antag:
Compound	CHRM5 PAM	M5 antag
COc1ccc(Cl)cc1NC(=O)CN(C)C(=O)c1ccc(N2CCCCC2)c([N+](=O)[O-])c1	-7	2
Cc1ccc(S(=O)(=O)Nc2cc(S(=O)(=O)N3CCCCC3)ccc2N2CCOCC2)cc1	-2	-2

4 entries from above, as labelled records.
COc1ccncc1-c1csc(C(O)c2ccccc2)n1 (stereo not drawn)
  CHRM5 PAM = -2 | CHRM1 antagonist = -6 | M5 antag = 3 | CHRM5 agonist = 1 | CHRM1 PAM = 8 | TAAR1 agonist = 3 | CHRM4 antagonist = 13 | CHRM1 agonist = 3 | CHRM4 agonist = 1

COc1ccc(Cl)cc1NC(=O)CN(C)C(=O)c1ccc(N2CCCCC2)c([N+](=O)[O-])c1
  CHRM5 PAM = -7 | CHRM1 antagonist = 3 | M5 antag = 2 | CHRM5 agonist = 0 | CHRM1 PAM = 0 | TAAR1 agonist = 1 | CHRM4 antagonist = -20 | CHRM1 agonist = -1 | CHRM4 agonist = 10

Cc1ccc(S(=O)(=O)Nc2cc(S(=O)(=O)N3CCCCC3)ccc2N2CCOCC2)cc1
  CHRM5 PAM = -2 | CHRM1 antagonist = 3 | M5 antag = -2 | CHRM5 agonist = 2 | CHRM1 PAM = -4 | TAAR1 agonist = 3 | CHRM4 antagonist = 2 | CHRM1 agonist = -5 | CHRM4 agonist = 0

NC(=O)c1ccc(NC(=O)c2ccc(COc3ccc(F)cc3)o2)cc1
  CHRM5 PAM = -4 | CHRM1 antagonist = -4 | M5 antag = 6 | CHRM5 agonist = 1 | CHRM1 PAM = 2 | TAAR1 agonist = 4 | CHRM4 antagonist = 7 | CHRM1 agonist = 0 | CHRM4 agonist = 1
